# Assay outcomes deposited in PubChem by several laboratories.
# eIF4E 4G PPI: blocks eIF4E binding to eIF4G; AID 782; TR-FRET eIF4E-eIF4GI(517-606) binding, 2 h; inhibition, % at 21.7 µM; actives 0.37% (n = 220,000);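 active = inhibition above about 30%, limit read from the data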;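 also: 0% = full FRET control wells and 100% = background wells lacking eIF4GI fragment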
# S1P4 agonist: human S1P4 receptor agonism; activation, % at 4.98 µM; S1P4-expressing cell line, agonist reporter assay; O95977; actives 0.35% (n = 220,000); in the data active = activation above about 11%;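 also: 0% = DMSO vehicle and 100% = reference agonist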
# NPY2 pot ag: potentiators or agonists of human neuropeptide Y receptor Y2. cells expressing NPY-Y2, potentiator/agonist read-out. activation, % at 3.6 µM. actives 0.45% (n = 220,000). AID 1359; in the data active = activation above about 27%;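 also: cells stimulated with NPY near EC25 plus isoproterenol at EC100; 0% = vehicle plus submaximal agonist and 100% = vehicle plus saturating agonist; some results beyond the cut were filed as inactive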
# Wee1 stabilizer: inhibitors of human Wee1 degradation. AID 1321. actives 1.2% (n = 220,000). reporter increase, % at 5 µM. HeLa Luc-Wee1K328M stability, luciferase luminescence; 100% = proteasome inhibitor MG132 effect. P30291;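 active = activation above the mean of all tested compounds plus 3 SD, set per screening run, cut at about 8.8% in these data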;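 also: cells exposed to compound for 20 h before luminescence read; 0% = DMSO alone and 100% = MG132 at 30 µM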
# PERK inhibitor: inhibitors of human PERK kinase. Q9NZJ5. CHO PERK-DD fusion, SEAP luminescence translation reporter. inhibition, % at 5.6 µM. actives 0.17% (n = 220,000);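 active = inhibition above the mean inhibition of all tested compounds plus 3 SD, set separately per screening campaign, cut at about 2.9% in these data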;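 also: PERK kinase domain activated by AP20187 dimerizer at 100 nM; 0% = DMSO with dimerizer and 100% = rapamycin at 8.4 µM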
# Target sequence (Q9NZJ5 whole entry, looked up, the tested form may be a part): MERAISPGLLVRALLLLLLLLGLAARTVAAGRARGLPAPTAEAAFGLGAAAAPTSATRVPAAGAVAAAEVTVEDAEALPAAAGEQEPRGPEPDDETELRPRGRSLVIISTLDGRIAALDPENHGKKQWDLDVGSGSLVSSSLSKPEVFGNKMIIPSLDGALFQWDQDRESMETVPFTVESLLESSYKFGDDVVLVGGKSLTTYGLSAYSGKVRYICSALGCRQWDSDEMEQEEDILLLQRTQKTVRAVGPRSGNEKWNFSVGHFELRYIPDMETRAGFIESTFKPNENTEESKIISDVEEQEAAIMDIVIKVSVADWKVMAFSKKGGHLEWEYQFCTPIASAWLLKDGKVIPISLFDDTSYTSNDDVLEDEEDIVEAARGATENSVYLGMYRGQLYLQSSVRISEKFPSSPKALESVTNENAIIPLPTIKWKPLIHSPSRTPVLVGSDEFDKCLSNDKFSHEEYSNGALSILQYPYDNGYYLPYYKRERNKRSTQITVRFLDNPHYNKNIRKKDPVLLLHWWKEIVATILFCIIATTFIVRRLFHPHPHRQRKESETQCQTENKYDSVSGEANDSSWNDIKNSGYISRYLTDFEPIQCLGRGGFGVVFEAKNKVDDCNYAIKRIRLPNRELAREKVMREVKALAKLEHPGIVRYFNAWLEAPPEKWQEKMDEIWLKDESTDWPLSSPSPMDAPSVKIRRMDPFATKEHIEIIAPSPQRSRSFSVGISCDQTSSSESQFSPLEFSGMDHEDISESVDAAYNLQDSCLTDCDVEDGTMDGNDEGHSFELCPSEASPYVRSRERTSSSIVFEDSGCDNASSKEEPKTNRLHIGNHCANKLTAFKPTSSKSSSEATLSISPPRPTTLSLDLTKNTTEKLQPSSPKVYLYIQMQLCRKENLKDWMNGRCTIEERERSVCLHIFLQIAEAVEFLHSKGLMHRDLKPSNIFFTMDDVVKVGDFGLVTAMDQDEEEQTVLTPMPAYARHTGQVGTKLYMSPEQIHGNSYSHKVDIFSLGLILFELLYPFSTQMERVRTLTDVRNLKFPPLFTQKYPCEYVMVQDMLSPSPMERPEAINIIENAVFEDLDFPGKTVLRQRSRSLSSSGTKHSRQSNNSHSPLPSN
# BaF3 tox: parental Ba/F3 viability inhibition as JAK2V617F counter-screen; CellTiter-Glo ATP luminescence; AID 1486; actives 1.1% (n = 220,000); inhibition, % at 5.6 µM;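 active = inhibition above a per-campaign cutoff, the mean inhibition of all tested compounds plus 3 SD, cut at about 27% in these data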;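 also: 0% = DMSO wells and 100% = JAK Inhibitor I control wells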
# S1P4 antag: blocks the human S1P4 receptor. S1P4-expressing cells, antagonist mode, reporter read-out. inhibition, % at 4.98 µM. actives 0.26% (n = 220,000). AID 1510; in the data active = inhibition above about 29%;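 also: 0% = wells stimulated with agonist and 100% = vehicle wells without agonist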
# Ba/F3 V617F tox: loss of viability in JAK2V617F-driven Ba/F3 cells. inhibition, % at 5.6 µM. actives 1.1% (n = 220,000). Ba/F3 EpoR-JAK2V617F viability, ATP luminescence;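 active = inhibition above the campaign mean plus 3 SD over all tested compounds, cut at about 24% in these data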;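 also: cytokine-independent growth of Ba/F3 cells driven by EpoR plus mutant JAK2; 0% = DMSO-treated cells and 100% = JAK inhibitor I control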
# Mdm2 ligase inh: Mdm2 E3 ligase (human) inhibition. Q00987. cell-based MDM2 ubiquitination luciferase reporter, 2 h; 0 = plate control, 100 = twice control, blank-subtracted. signal enhancement, % at 5 µM. actives 0.11% (n = 210,000). AID 1230;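 active = signal enhancement of 30% or more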;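 also: luminescence tracks abundance of the self-degrading MDM2-luciferase fusion protein; higher signal means inhibition of MDM2 E3 ligase activity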
#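 system = mammalian cells stably expressing self-ubiquitinating, self-degrading MDM2 E3–luciferase fusion | quantity = 2000 cells per well seeded | incubation = 4 h cell settling then 2 h compound exposure, 37 °C | signal = SteadyLite luminescence, 15 min reagent step | benchmarks = plate control and blank wells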
# An asterisk follows results filed as active; . = not tested or not shown; [ ] = another dose, or the depositor's remark. Compounds as they come; any-hit rate near 4.1%.
SMILES,eIF4E 4G PPI,S1P4 agonist,NPY2 pot ag,Wee1 stabilizer,PERK inhibitor,BaF3 tox,S1P4 antag,Ba/F3 V617F tox,Mdm2 ligase inh
COc1ccc(NC(=O)CSc2nnc(CNc3ccc(C)cc3)n2C)cc1,-1,0.9,3,-2,-0.1,4,-7,-3,-6
O=C(Nc1ccc2nc(-c3ccco3)c(-c3ccco3)nc2c1)N1CCN(c2ccccn2)CC1,1,2.3,-2,2,-0.2,4,-6,4,-9
Cc1oc(-c2ccccc2)cc1C(=O)Nc1cccc2ccccc12,5,0.6,-21,3,-0.7,1,-10,-2,-21
CSC1=N/C(=C\c2c(F)cccc2Cl)C(=O)S1,-5[fluorescence artefact?],-0.7,12,-4,1.2,6,-4,1,12
O=C(/C=C1\NC2(CCCC2)Cc2ccccc21)C(=O)N/N=C/c1ccc(O)c(O)c1,7[fluorescence artefact?],5.9,23,4,-1.2,3,-4,45*,-10
Cc1ccc(NCCC#N)cc1C,1,1.2,5,-2,0.6,8,-13,0,-2
CSc1nc2ccc(NS(=O)(=O)c3ccc4c(c3)OCCO4)cc2s1,5[fluorescence artefact?],0.2,-5,-1,0.6,0,-23,-2,-3
Cc1cccc(N2CCN(C(=O)Cc3ccc(-n4c(=O)[nH]c5ccsc5c4=O)cc3)CC2)c1C,7,-1.8,-1,1,-1.2,9,-23,7,.
COc1cc(NS(=O)(=O)c2ccc(F)cc2)c(C(=O)O)cc1OC,2,1.6,0,-1,0.0,5,-18,2,2
O=C(NN1C(=O)C2C3C=CC(O3)C2C1=O)c1cccc(Br)c1 (stereo not drawn),5,-2.4,-16,-1,-0.6,-1,-22,-4,-13
Cc1cc(C)n(-c2ccc3nnc(C)n3n2)n1,1,0.1,-13,-1,0.1,-2,8,-3,-13
COc1ccc(CNC(=O)CSc2nc3c(c(=O)n(C)c(=O)n3C)n2C)cc1,.,2.4,-15,2,-0.2,5,-7,6,.
Cc1cc(C2=NNC(=NCCc3ccccc3)SC2)c(C)n1CC1CCCO1 (stereo not drawn),-4,0.9,5,3,1.6,7,-15,-1,-6
Cc1sc2ncnc(N/N=C/c3ccccc3O)c2c1C,3,0.3,1,-4,0.2,2,-6,-6,-15
CCNc1cc(Nc2c(C)n(C)n(-c3ccccc3)c2=O)c([N+](=O)[O-])c2nonc12,-2,-0.6,-7,1,1.2,0,0,0,-8

# Single records (already shown). Order of values: eIF4E 4G PPI, S1P4 agonist, NPY2 pot ag, Wee1 stabilizer, PERK inhibitor, BaF3 tox, S1P4 antag, Ba/F3 V617F tox, Mdm2 ligase inh
# `O=C(/C=C1\NC2(CCCC2)Cc2ccccc21)C(=O)N/N=C/c1ccc(O)c(O)c1` as listed: 7[fluorescence artefact?], 5.9, 23, 4, -1.2, 3, -4, 45*, -10
# `CCNc1cc(Nc2c(C)n(C)n(-c3ccccc3)c2=O)c([N+](=O)[O-])c2nonc12` as listed: -2, -0.6, -7, 1, 1.2, 0, 0, 0, -8
# `CSc1nc2ccc(NS(=O)(=O)c3ccc4c(c3)OCCO4)cc2s1` as listed: 5[fluorescence artefact?], 0.2, -5, -1, 0.6, 0, -23, -2, -3

# Continuation.
SMILES,eIF4E 4G PPI,S1P4 agonist,NPY2 pot ag,Wee1 stabilizer,PERK inhibitor,BaF3 tox,S1P4 antag,Ba/F3 V617F tox,Mdm2 ligase inh
O=C1NC2(Nc3ccccc31)C(=O)Nc1ccc(Br)cc12 (stereo not drawn),3,0.8,-6,1,0.2,4,-2,0,-9
COc1ccc(OCC(=O)NNC(=O)c2cccs2)cc1,4,0.9,-8,-1,0.7,0,1,2,-8
Cc1ccc(N2C(N)=NC(N)=NC23CCCC3)c(C)c1,9,2.0,14,5,0.8,5,-11,15,6
CCOC(=O)/C(C#N)=C/c1ccc(N2CCN(C)CC2)cc1,4,0.7,8,1,1.1,6,-15,-1,-13
O=C(CNC(=O)c1ccc2c(c1)OCCO2)N/N=C/c1cccc(Br)c1,0,1.8,-20,-2,0.6,3,-4,3,-5
Cc1cccc(NC(=O)CN2C(=O)S/C(=C\c3ccc(-c4cccc(C(=O)O)c4C)o3)C2=O)c1,2,0.2,3,-3,0.8,4,-13,-3,-3
CCOC(=O)C1CCCN(C(=O)CNS(=O)(=O)c2ccc(Br)s2)C1 (stereo not drawn),-2[fluorescence artefact?],0.7,1,1,-0.1,0,-5,0,8
CCc1cc(C)cc(OCCNC(=O)c2cncc(Br)c2)c1,4,-2.9,-14,2,-0.5,0,-7,0,-12
O=C(Nc1cccnc1)Nc1ccccc1Cl,3,0.0,5,-2,0.7,5,5,-5,-12
Cc1ccc2nc(-c3ccc(NC(=O)Cc4cccs4)cc3)[nH]c2c1,0,2.4,-19,10*,0.3,-1,8,-2,-20
O=c1c2ccccc2ncn1-c1ccc(Cl)c(Cl)c1,3,-1.9,8,0,0.4,4,0,-1,2
CC1(C)CC(=O)C2=C(C1)Nc1[nH]n(-c3ccccc3)c(=O)c1C2c1ccc2c(c1)OCO2 (stereo not drawn),-7,0.3,-1,3,-0.1,2,9,-3,-7
O=C(CSc1nnc2c(n1)[nH]c1ccccc12)Nc1ccc(N2CCOCC2)cc1,-3,-2.2,-10,3,-0.3,5,-28,-1,-5
O=C(OCCCc1ccncc1)c1ccc(S(=O)(=O)N2CCOCC2)cc1,2[fluorescence artefact?],-1.3,3,0,0.4,3,5,-5,-15
O=C(CN1CCN(CCC(=O)Nc2ccccc2F)CC1)Nc1ccc(Cl)cc1,0,-1.1,13,1,-1.5,3,9,-1,-11
O=C(CN(c1ccc(F)cc1)S(=O)(=O)c1ccc2c(c1)OCCO2)Nc1ccc2c(c1)OCO2,-1,1.9,-2,0,0.3,8,-11,-2,-13
Nc1nc(C2CC2)c(Sc2sc(N)nc2C2CC2)s1,-4,2.2,17,2,-0.7,1,-8,1,-19
CSc1nnc(CNC(=O)C23CC4CC(CC(C4)C2)C3)n1Cc1ccccc1,5,0.3,0,1,-0.6,4,-5,-1,-6
CSc1nc2[nH]c3c(c2c2nnnn12)CCCC3,-5[fluorescence artefact?],-0.9,4,0,-0.1,10,-16,0,-7
Cc1cc(C)n(-c2nc3c(c(=O)[nH]c(=O)n3C)n2CC(O)COc2ccccc2)n1 (stereo not drawn),2[fluorescence artefact?],1.0,3,-3,-0.9,6,-9,-2,-13
CCOC(=O)c1ccccc1NC(=O)c1cccc2c1C(=O)N(C1CCN(C(=O)OCC)CC1)C2,1,2.9,5,-2,-0.5,3,-4,-4,-17
Cc1ccc(S(=O)(=O)N(C)C)cc1NC(=S)NC(C)CCCC(C)C (stereo not drawn),4,0.5,1,-2,0.3,1,6,-3,-18
Cc1sc2cc(-c3cccc([N+](=O)[O-])c3)c(-c3cccc([N+](=O)[O-])c3)c[n+]2c1C,1[fluorescence artefact?],0.7,10,-3,-0.3,4,-6,0,-14
CC1CCCCC1NC(=O)CN1C(=O)CSc2cc(S(=O)(=O)N3CCCCCC3)ccc21 (stereo not drawn),4[fluorescence artefact?],1.4,-11,4,-1.1,6,12,7,-9
COC(=O)c1cc(Cl)c(N)cc1OC,-6,-1.4,13,-3,0.6,2,3,-6,0
COC(=O)Nc1ccc(S(=O)(=O)N2CCCC(C(=O)NC3CCCCC3)C2)cc1 (stereo not drawn),-2,0.0,0,-3,-0.4,6,5,0,-7
Cc1ccc2c(CC(=O)NC3CCCc4ccccc43)coc2c1 (stereo not drawn),4,2.1,-5,-3,0.7,5,-20,1,-3
O=C(NCc1ccccn1)c1cc(-c2ccc(Cl)cc2)oc1C(F)(F)F,0,-0.3,-15,-2,-1.4,-5,-3,1,0
COc1cccc(N(C(=O)c2cccs2)c2nc3ccccc3s2)c1,.,0.0,1,1,1.5,4,-7,-2,-9
COc1ccc(N2CCN(C(C)C(=O)N3CC(C)OC(C)C3)CC2)cc1 (stereo not drawn),7,0.5,-7,1,1.6,6,-11,2,-1
COC(=O)c1sccc1NC(=O)c1cccs1,2,0.1,-1,4,0.6,-3,8,0,-9
C[C@@H]1CN(C2CCN(Cc3nc(CC4CC4)no3)CC2)C[C@H](C)O1,-2,0.0,-3,1,-0.1,2,-20,3,-13
COc1cc(-c2nnn(CC(=O)NC3CCS(=O)(=O)C3)n2)ccc1OCc1ccccc1 (stereo not drawn),-10,0.3,4,4,0.2,3,-8,1,-30
COc1cc(NC(=O)CCCSc2nc(-c3ccco3)cc(C(F)(F)F)n2)cc(OC)c1OC,-3,-0.8,-3,-1,-0.8,2,-17,-1,3
N=C1C(c2ccccc2)=C(O)CN1c1ccccc1N1CCOCC1,3[fluorescence artefact?],0.9,9,6,-0.3,1,-17,-3,-5
CCn1c(COc2ccc3c(c2)OCO3)nnc1SCC(=O)O,4,2.8,-5,3,0.1,3,-2,-1,-6
CN(C1CCCCC1)S(=O)(=O)c1ccc(Cl)c(C(=O)O)c1,2,0.1,9,-2,0.8,3,-9,-4,-10
O=C(Cc1cccs1)NC1(C(=O)NC2CCCC2)CCCCC1,-1,0.5,-8,-1,-0.9,0,2,1,10
CC1CCN(C(=O)C2CCCN(S(C)(=O)=O)C2)CC1 (stereo not drawn),9[fluorescence artefact?],0.3,1,-1,0.0,2,-10,-4,-15
Cc1nn(-c2ccc(Cl)cc2)c(=O)c2c(C)noc12,1,1.4,3,-1,1.3,-6,15,-4,1
Cc1cc(NC(=O)c2ccccc2Cl)no1,15,0.4,-2,3,1.1,0,-9,-3,-2
O=C(Cc1sc(-c2ccccc2Cl)nc1-c1ccccc1)Nc1ccc(F)cc1,-10,-1.2,-8,2,-0.2,2,-16,-2,-7
c1ccc(-c2noc(-c3cccc4ccccc34)n2)cc1,4,-0.3,-13,6,0.7,4,-7,0,-8
Cc1nc2cc(-c3ccccc3)nn2c(C)c1CCC(=O)NC(C)c1ccc2c(c1)OCCO2 (stereo not drawn),-1[fluorescence artefact?],1.2,-1,3,-0.8,12,6,3,.
CCOC(=O)c1c(C)[nH]c(C(=O)OCC(=O)NC(C)C)c1C,3,-1.2,7,-2,0.3,4,-2,-2,-8
COC(=O)C1=C(CSCc2ccco2)NC(=O)NC1c1cc(C)ccc1C (stereo not drawn),-1,1.4,9,-2,-0.9,3,-7,-3,-3
CN1CCN(/N=C/c2nc(-c3ccccc3)n3ccccc23)CC1,1,-0.5,12,3,1.0,0,4,-3,-4
COc1cc2c(cc1OC)C(c1cccs1)CC(=O)N2 (stereo not drawn),-4,-0.6,5,4,0.4,2,-5,-3,-3
Cc1ccc(-n2cnc3c(sc4nccc(N(C)C)c43)c2=O)cc1,4,1.8,-7,-2,-1.9,1,-14,0,-16
O=C(Nc1ccc2c(c1)OCO2)Nc1ccc2c(c1)OCO2,1,-1.1,2,2,0.9,5,0,1,-20
O=C1OCCC1Sc1nnnn1-c1ccccc1 (stereo not drawn),-9,0.3,10,1,0.6,-2,-4,-6,.
CCC(C)NC(=O)COC(=O)c1ccccc1OCC(=O)Nc1ccc(Br)cc1 (stereo not drawn),-1,-0.3,3,0,-0.6,7,-17,4,-8
O=C(Cn1ncc(Cl)c(Cl)c1=O)N1CCN(S(=O)(=O)c2ccc3ccccc3c2)CC1,-9,-5.3,26,-2,0.6,2,41*,1,-5
O=C1CCCc2cc3c(cc21)CC1(C3)Cc2cc3c(cc2C1)C(=O)CCC3,-3,0.6,3,7,0.2,-6,2,-3,-2
CCCCNC(=S)NC(=O)c1ccc(Cl)cc1Cl,1,1.3,-35,-3,-0.7,3,-6,3,-8
